Screens as filed in PubChem.
Lipid droplet: hepatic lipid droplet formation modulation | 240,000 tested, 0.4% active | inhibition, % at 6.5 µM | AML12 mouse hepatocytes, oleate lipid droplets, BODIPY imaging | AID 1656;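 active = lipid droplet intensity inhibited by at least 50%, with more than 500 cells counted; inconclusive = wells with under 300 cells, treated as cytotoxic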
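Material – AML12 mouse liver cells · Also added – oleate loading, 100 µM · Compound dosing – 6.5 µM single-point dosing · Times – overnight treatment with compound plus oleate · Measured by – fluorescence imaging, 20x objective, two fields per well · Read-out – percent inhibition of filter-corrected integrated lipid droplet intensity per well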
T cell HTS: T cell immune modulation candidate | 2C CD8+ T cell-vesicle binding, flow cytometry; stronger effect = lower value | calls only at 7 µM | 330,000 tested, 0.068% active;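 active = response, share of CD8 T cells binding vesicles, and their 90th percentile fluorescence all below set limits, cut at about 80% in these data, passing the limit was not always enough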
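Material: murine 2C transgenic CD8+ T lymphocytes / Also added: QL9-peptide-loaded Drosophila micro-vesicles bearing Ld, ICAM-1 and B7-1 / Schedule: binding step 1.5 h, 37 °C, antibody labelling 20 min, ice / Signal: flow cytometry, PE anti-B7-1 (FL2) versus Alexa647 anti-CD8 (FL8), PFA-fixed / Evaluation: percent CD8+ FL2 mean versus row control / Benchmarks: naked versus QL9-loaded vesicles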
human PMI inhibition: MPI enzyme activity inhibition – biochemical, fluorescence intensity, coupled assay, primary screen (AID 1209). purified PMI enzyme, coupled fluorescence intensity; higher % means a stronger effect. 190,000 tested, 0.42% active. one-dose inhibition, % at 20 µM; IC50 in µM for titrated hits; in the data active = inhibition above about 50%;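 note: plate controls were DMSO vehicle for no effect and wells lacking substrate for full effect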
TNAP activators: stimulation of alkaline phosphatase TNAP activity – biochemical, luminescent, no phosphate acceptor, uHTS, primary screen (AID 1001); purified TNAP, luminescent activation assay, no phosphate acceptor; higher activation fold means a stronger effect; one-dose activation fold at 20 µM; EC50 in µM for titrated hits; 200,000 tested, 0.03% active; in the data active = activation fold from about 3, or a potency from the dose series; inactive = the rest, 99 in 100 with activation fold below about 1.6; note: many of its hits are not listed in these tables
Insulin prom up: MIN6 insulin promoter up-regulation. MIN6 insulin promoter-GFP reporter, high-content imaging; stronger effect = higher value. z-score at 5 µM. 190,000 tested, 0.3% active. AID 1625;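 active = z-score above 3 at 5 µM with at least 500 cells counted in the well; inconclusive = wells under 500 cells, flagged as cytotoxic or low count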
bCat nuc transl: modulators of beta-catenin nuclear translocation; nuclear translocation activity, % at 5 µM; 190,000 tested, 0.3% active; HeLa beta-catenin nuclear translocation, immunofluorescence imaging;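 active = nuclear translocation activity above 50% at 5 µM, with a well cell count of 50 or more; inconclusive = wells under 50 cells across six images, flagged as toxic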;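 note: per-cell ratio of nuclear to cytoplasmic median beta-catenin stain intensity; plate controls were DMSO negative control for no effect and GSK-3 inhibitor IX positive control for full effect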
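System: Human HeLa cells, endogenous beta-catenin | Compound dosing: 5 µM primary, 0.02–20 µM confirmation | Timing: 24 h compound exposure at 37°C, 5% CO2 | Measured by: Fluorescence imaging of beta-catenin antibody stain plus DAPI | Read-out basis: % activation of per-cell nuclear versus cytoplasmic median beta-catenin signal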
Dynein cargo inh: dynein cargo transport inhibition; 220,000 tested, 0.47% active; z-score, hits read low; 3617.4 mouse cells, GR-EGFP nuclear translocation imaging; test concentration mostly 20 µM; stimulated with dexamethasone, 1 µM; stronger effect = lower value; AID 1381;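 active = plate z-score of nuclear minus cytoplasmic receptor signal below a set negative limit, without overly bright fluorescence or cell loss, cut at about -3.5 in these data, passing the limit was not always enough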;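 note: z-score of nuclear minus cytoplasmic ring GR-EGFP intensity difference per well; some compounds called inactive have numbers as strong as hits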
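Buffer or medium: tet-free, stripped-serum medium; Also added: dexamethasone, 1.0 µM final; Technique: high-content fluorescence imaging after fixation; Times: 48 h induction, 1 h compound, 30 min dex at 37 °C; Read-out: per-cell GR-EGFP intensity, nucleus versus surrounding cytoplasmic ring, well-averaged.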
MT stabilizer: stabilizes microtubules in HeLa cells; HeLa tubulin immunostaining HCS, 24 h; share of cells brighter than vehicle mean+2SD; % tubulin-high responders, % at 10 µM; 200,000 tested, 0.83% active; AID 2205;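 active = plate Z-score above 3 for both tubulin-high and condensed-nucleus cell shares, with cell loss under 80%, at 10 µM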;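 note: anti alpha tubulin signal scored within the nucleus-defined area of each cell; some results filed as inactive read as strong as hits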
Myeloid diff MLP: myeloid differentiation induction; ER-HoxA9 myeloid progenitors, lysozyme-GFP differentiation, flow cytometry; calls only at 10 µM; 360,000 tested, 1% active;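 active = normalized GFP-positive differentiation at or above the plate's own cutoff, the solvent-only control mean plus 3 SD; inconclusive = no clear call, values can overlap the other calls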;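 note: cells exposed to compound for four days before flow analysis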
Dynein cargo inh cytoplasmic EGFP: further read-out of Dynein cargo inh, marked with its call; z-score; measured here: cytoplasmic GR-EGFP intensity; stronger effect = higher value
Dynein cargo inh nuclear GR-EGFP: further read-out of Dynein cargo inh, marked with its call; z-score; measured here: nuclear GR-EGFP intensity;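 lower value marks the stronger effect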
Dynein cargo inh cell count: recorded beside Dynein cargo inh, whose call it bears; z-score; measured here: cell count per field
Insulin prom up cell count: also measured in Insulin prom up; calls as there; cell count; measured here: cytotoxicity, nuclei count;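 total cells summed across four imaged fields per well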
Lipid droplet cells 6.5 µM: second read-out of Lipid droplet, no call of its own (marks repeat the call); cell count; measured here: cell count, cytotoxicity flag;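 cells counted across two imaged fields per well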
bCat nuc transl cell count 5 µM: further read-out of bCat nuc transl, marked with its call; cell count; measured here: cell count, cytotoxicity flag
T cell HTS vesicle-bound %: further read-out of T cell HTS, marked with its call; double positive events, %; measured here: CD8+ vesicle-bound cell fraction;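 binding gate set so that unloaded-vesicle control wells show 10% double positive cells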
MT stabilizer Hoechst-high %: recorded beside MT stabilizer, whose call it bears; % Hoechst-high responders; measured here: nuclear condensation Hoechst responders;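 share of cells brighter than vehicle mean plus two SD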
MT stabilizer cytotoxicity %: further read-out of MT stabilizer, marked with its call; toxicity, %; measured here: cytotoxicity by cell density;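 0% = mean cell density of plate MIN control wells and 100% = no cells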
Myeloid diff MLP GFP+ MAC1+ %: further read-out of Myeloid diff MLP, marked with its call; GFP+ MAC1+ double positive, %; measured here: differentiation confirmed by MAC1 staining
Active calls of the source: *; i = inactive; ? = inconclusive; · = not tested or not shown. Compounds were not picked by outcome, and some 3% of all compounds hit somewhere here.

SMILES	Lipid droplet	Lipid droplet cells 6.5 µM	T cell HTS	T cell HTS vesicle-bound %	human PMI inhibition	TNAP activators	Insulin prom up	Insulin prom up cell count	bCat nuc transl	bCat nuc transl cell count 5 µM	Dynein cargo inh	Dynein cargo inh cytoplasmic EGFP	Dynein cargo inh nuclear GR-EGFP	Dynein cargo inh cell count	MT stabilizer	MT stabilizer Hoechst-high %	MT stabilizer cytotoxicity %	Myeloid diff MLP	Myeloid diff MLP GFP+ MAC1+ %
COc1cc2c(cc1NC(=O)c1cccc(Br)c1)CCCC2	·	·	i	57	-6%	1	-0.91	1332	-2.6	1367	-0.086	0.18	-0.24	0.11	3.8	2.7	8.1	i	1.7
CCCCc1nnc(NC(=O)C(C)Sc2nc(C)cc(=O)[nH]2)s1 (stereo not drawn)	·	·	i	23	6%	1	0.2	1656	1.1	1220	-1.3	-0.22	-0.56	0.22	2.6	1.4	5.3	i	4.1
C#CC[N+](C)(C)CCCCCCCCCC	-3	687	i	38	10%	1	-0.81	1123	7.8	969	2	-0.23	1.3	-2	5.6	9.3	23	?	·
O=C(C[n+]1ccc2ccccc2c1)c1ccccc1	8	647	i	28	·	·	0.39	1482	-3.1	1136	-0.46	-0.25	-0.28	0.1	·	·	·	i	0.1
CCN(CC)S(=O)(=O)c1ccc(C(=O)Nc2ccc(Cc3ccncc3)cc2)cc1	4	627	i	16	9%	1	-0.32	1240	1.2	1468	-0.85	-0.26	-0.34	0.64	1.9	2.8	4.9	i	1.0
Cc1ccc(SCCN2CCN(CCc3ccccc3)CCC2=O)cc1	-18	755	·	·	·	·	·	·	0.9	1146	0.32	-0.83	0.087	0.034	·	·	·	i	3.8
c1ccc(Cc2nn[nH]n2)cc1	·	·	i	14	-13%	1.1	-0.17	1373	-1.5	1202	1.3	-0.17	0.8	-0.47	3.5	2.7	17	i	1.0
O=C(O)CNC(=O)C(c1ccccc1)c1ccccc1	21	707	i	53	·	·	1.2	960	-1.0	1306	-0.29	-0.28	0.26	0.57	·	·	·	i	0.1
COc1ccc(/C=N/NC(=O)CCSc2nc3ccccc3s2)cc1OC	12	671	i	55	11%	1	-1.3	1388	2.1	502	0.28	-0.31	-0.19	-0.4	2.0	7.1	1.5	i	0.6
NC(=O)C1(N2CCCCC2)CCN(C2CC(=O)N(Cc3ccc(N4CCCC4=O)cc3)C2=O)CC1 (stereo not drawn)	21	818	i	40	-2%	1.2	·	·	-5.2	1158	-0.63	-0.22	-0.019	0.71	1.2	1.5	5.3	i	0.6
COc1ccc(CNC(=O)c2ccc3nccnc3c2)cc1	·	·	i	12	-5%	1.1	0.22	1144	-4.9	961	-0.37	-0.2	-0.049	0.32	2.3	1.6	6.9	i	8.7
O=S(=O)(NCC1CCCO1)c1cnc(Cl)c(Cl)c1 (stereo not drawn)	5	756	i	7	-4%	0.9	1.1	1280	0.0	503	0.064	-0.18	-0.21	-0.81	3.1	3.5	5.7	i	0.6
CCC(Oc1ccc2ccccc2c1)C(=O)O (stereo not drawn)	-11	731	i	37	13%	1.1	0.74	1265	·	·	-0.68	-0.0014	0.16	-0.3	1.9	2.3	4.1	i	0.7
CN(C1CCCCC1)S(=O)(=O)c1ccccc1	-2	730	i	11	12%	1.1	-0.02	1273	-0.2	1136	-0.67	-0.26	-0.29	0.17	1.2	2.0	8.0	i	5.0
C=CCOC(=O)C(=O)/C=C/c1coc2ccccc2c1=O	-2	624	i	25	4%	0.9	-0.05	1159	3.0	1039	-0.7	-0.32	-0.085	0.37	2.9	2.2	4.7	i	1.2
CCOC(=S)N/C(=N\S(=O)(=O)c1ccc(C)cc1)c1ccccc1	-5	697	i	48	16%	1.1	0.28	1779	-0.7	1108	-0.14	0.12	-0.16	0.53	2.9	0.8	2.5	i	8.1
O=C(Cn1cc2c(n1)CCCCC2)N1CCCCC1	-3	688	i	60	16%	1.1	·	·	2.2	1176	-0.62	-0.21	-0.033	0.93	3.1	1.9	2.5	i	2.1
S=C(NC1CCCCC1)N1CCn2cccc2C1c1cccnc1 (stereo not drawn)	-2	707	i	27	-4%	1.1	-0.66	1248	-1.6	1041	1.3	-0.28	0.22	0.85	2.2	1.9	0.2	i	0.9
C=CCn1c(CCCOc2ccc(Cl)cc2Cl)n[nH]c1=S	1	668	i	34	8%	0.8	0.27	1377	-3.7	591	1.3	-0.22	0.73	-0.42	6.6	3.4	8.5	i	0.3
Cc1csc(N2CCCC2=O)n1	-2	723	i	50	14%	1.1	0.74	1226	-3.5	1047	-1.3	-0.2	-1	1.3	2.4	1.9	3.0	i	0.2
CCOC(=O)CSc1nc(=O)n2cccc(C)c2n1	-20	703	i	56	-1%	1	0.32	1168	-0.2	1126	0.39	-0.29	0.27	-1.5	1.7	2.4	11	i	0.5
O=C(CSc1nnc(-c2ccc(O)cc2)n1Cc1ccco1)N1CCc2ccccc2C1	·	·	i	24	-1%	1.1	-0.67	1458	-3.2	1033	-0.25	-0.096	0.014	0.29	1.9	1.8	10	i	1.2
O=C(NCCCN1CCN(Cc2ccccc2)CC1)C1CCN(S(=O)(=O)N2CCCC2)CC1	·	·	i	31	5%	1.1	0.45	1709	3.8	1425	-1.2	-0.076	-0.51	0.98	3.9	2.6	0.1	i	12
O=C(O)c1cccc(-c2nc3ccccc3[nH]2)c1	-21	471	i	37	3%	1.1	·	·	0.2	958	-0.64	-0.22	-0.51	-0.012	4.2	3.0	3.7	i	1.7
CCOC(=O)Cc1csc(CC(N)=O)n1	4	754	i	33	·	·	0.26	1187	0.3	1307	-0.46	-0.26	-0.27	0.64	·	·	·	i	1.1
N#Cc1c(N2CCN(c3ccc(F)cc3)CC2)nc(N)c2c(N)nc3c(c12)CC(=O)N3C1CC1	3	676	·	·	57%*	1.1	·	·	4.3	1040	-0.49	-0.17	-0.33	0.05	5.8	1.4	12	i	0.4
Cc1ccc(Nc2cnn(C34CC5CC(CC(CC(=O)O)(C5)C3)C4)c(=O)c2Cl)cc1	5	755	i	31	8%	1.1	-0.19	963	-0.5	1164	0.069	-0.051	0.038	-0.27	3.8	2.3	2.3	i	7.3
O=c1c2sc3nc(N4CCOCC4)c4c(c3c2nnn1Cc1ccccc1)CCCC4	·	·	i	36	2%	1	-0.48	1644	1.0	1286	-0.17	-0.19	-0.11	-0.16	2.1	1.2	6.6	i	0.5
CCOC(=O)/C=c1\s/c(=C\c2ccc(C)cc2)c(=O)n1CC(=O)NCc1ccco1	11	681	i	47	-13%	1	-0.86	1313	·	·	-0.98	-0.12	-0.81	0.35	1.6	3.4	11	i	0.6
O=C(NCc1ccccn1)c1c(O)c2cccc3c2n(c1=O)CC3	·	·	i	23	-10%	1.1	0.65	1392	-1.5	1088	2.3	0.013	1.2	-1.9	2.6	1.5	5.9	i	1.5
CCOc1ccc(N(C(=O)c2cnccn2)C(C(=O)NC2CCCCC2)c2ccc(O)cc2)cc1 (stereo not drawn)	-27	669	i	53	45%	1.1	·	·	-0.3	1076	-0.65	-0.34	-0.29	1.4	3.4	2.2	5.8	i	0.4

Compound profiles (already shown). Order of screens: Lipid droplet | Lipid droplet cells 6.5 µM | T cell HTS | T cell HTS vesicle-bound % | human PMI inhibition | TNAP activators | Insulin prom up | Insulin prom up cell count | bCat nuc transl | bCat nuc transl cell count 5 µM | Dynein cargo inh | Dynein cargo inh cytoplasmic EGFP | Dynein cargo inh nuclear GR-EGFP | Dynein cargo inh cell count | MT stabilizer | MT stabilizer Hoechst-high % | MT stabilizer cytotoxicity % | Myeloid diff MLP | Myeloid diff MLP GFP+ MAC1+ %
`O=C(NCc1ccccn1)c1c(O)c2cccc3c2n(c1=O)CC3` is listed with · | · | i | 23 | -10% | 1.1 | 0.65 | 1392 | -1.5 | 1088 | 2.3 | 0.013 | 1.2 | -1.9 | 2.6 | 1.5 | 5.9 | i | 1.5
`CCN(CC)S(=O)(=O)c1ccc(C(=O)Nc2ccc(Cc3ccncc3)cc2)cc1` is listed with 4 | 627 | i | 16 | 9% | 1 | -0.32 | 1240 | 1.2 | 1468 | -0.85 | -0.26 | -0.34 | 0.64 | 1.9 | 2.8 | 4.9 | i | 1.0
`CCC(Oc1ccc2ccccc2c1)C(=O)O` (stereo not drawn) is listed with -11 | 731 | i | 37 | 13% | 1.1 | 0.74 | 1265 | · | · | -0.68 | -0.0014 | 0.16 | -0.3 | 1.9 | 2.3 | 4.1 | i | 0.7
